# Screens: PubChem BioAssay, several laboratories
# SARS 3CLpro inh: SARS-CoV 3CLpro protease inhibition | AID 1706 | 290,000 tested, 0.14% active | inhibition, % at 6 µM | recombinant SARS-CoV 3CLpro, quenched FRET peptide cleavage; in the data active = inhibition above about 12%
# Anthrax LF inh2: inhibitors of Bacillus anthracis lethal factor protease; 360,000 tested, 0.12% active; AID 588501; inhibition, % at 10 µM; P15917; multiplex microsphere protease cleavage assay, LF; in the data active = inhibition above about 30%; inconclusive = no clear call, values can overlap the other calls; also: plate controls were buffer without enzyme for full effect and enzyme alone for no effect
# Yp Topo-I inh: inhibitors of Yersinia pestis topoisomerase I. Y. pestis Topo-I cleavage product accumulation, plate reader. activity, % at 10 µM. 360,000 tested, 0.064% active. AID 504884; in the data active = activity above about 50%, passing the limit was not always enough; inconclusive = no clear call, values can overlap the other calls; also: inactives centre near 2
# Vc quorum ag: inducers of Vibrio cholerae quorum light production without autoinducers | V. cholerae BH1578 lux reporter, luminescence, 6 h | activation, % at 18.7 µM | 350,000 tested, 0.16% active | AID 588436; in the data active = activation mostly above about 9.7%, no sharp cut-off; inconclusive = no clear call, values can overlap the other calls; inactive = mostly below about 3.7%; also: not every result past the cut was called active; inactives centre near 0; reference of the scale not given here
# SSB-PriA inh: blocks PriA binding to SSB C-terminal tail. AlphaScreen SSBct-PriA binding, biotinylated peptide. inhibition, % at 33 µM. 430,000 tested, 0.6% active. AID 1272365; in the data active = inhibition mostly above about 37%, no sharp cut-off; inactive = mostly below about 20%;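 also: plate controls were negative control peptide for no effect and reference peptide for full effect; strong numbers were not always called active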
# PfHsp40 yeast: restores yeast growth despite PfHsp40 toxicity. S. cerevisiae expressing PfHsp40, growth rescue, ATP luminescence. growth rescue, % at 12.5 µM. 340,000 tested, 0.68% active; in the data active = growth rescue above about 28%, passing the limit was not always enough; inconclusive = no clear call, values can overlap the other calls;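 also: yeast W303a lacking pdr1 and pdr3 grown in galactose medium; growth measured after three days at 30 °C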
# TcdB GH inh: TcdB glycohydrolase inhibition; P18177; TcdB glycohydrolase enzymatic assay, plate reader; inhibition, % at 9.99 µM; 350,000 tested, 0.24% active; in the data active = inhibition above about 10%
# DUSP3 inh: blocks human VHR1 dual specificity phosphatase; P51452; recombinant VHR phosphatase, pNPP absorbance; inhibition, % at 13.3 µM; 290,000 tested, 0.52% active; AID 1654; in the data active = inhibition above about 50%; also: some compounds called inactive have numbers as strong as hits
# Rv3671c inh: inhibitors of M. tuberculosis serine protease Rv3671c | AID 2606 | 320,000 tested, 0.048% active | inhibition, % at 5.96 µM; in the data active = inhibition above about 38%;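 also: extracellular domain of Rv3671c used as enzyme; 0% = enzyme with DMSO and 100% = no enzyme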
# MazF activator: MazEF (E. coli) toxin RNase activation; P0AE70; FAM/BHQ RNA-DNA oligo cleavage fluorescence, 5 h; activation, % at 20 µM; 350,000 tested, 0.32% active; in the data active = activation above about 50%
# The depositor's hits bear a star; i = inactive; ? = inconclusive; . = no result given; & = joins results of further samples. A portion of the library; the hit share may differ from the screen's.
SMILES,SARS 3CLpro inh,Anthrax LF inh2,Yp Topo-I inh,Vc quorum ag,SSB-PriA inh,PfHsp40 yeast,TcdB GH inh,DUSP3 inh,Rv3671c inh,MazF activator
COC(=O)c1ccc(/C=N/NC(=O)CC(=O)NCc2cccnc2)cc1,4,8,5,-0.3,.,0.5,-0.8,22,0,1
COc1ccc(N(CC(=O)Nc2ccc(C(N)=O)cc2)S(=O)(=O)c2ccc(C)c([N+](=O)[O-])c2)cc1,1,-4,6,i,1,-1.2,0.5,11,3,15
Cc1c(C(=O)N2CCN(CCc3ccccc3)CC2)oc2ccccc12,1,-3,3,i,-1,-0.5,.,-6,-3,-4
Cc1nn2c(N)csc2nc1=O,2,.,.,.,-13&13,.,.,34,-5,.
COC(=O)c1cc(C(=O)OC)n(Cc2ccc(F)cc2)n1,-2,-4,1,-6.2,-13,0.4,-0.6,10,2,10
OC(CN1CCCCC1)Cn1c2ccc(Cl)cc2c2cc(Cl)ccc21 (stereo unspecified),-2,-18,-26,-0.2,-2,-0.1,0.9,16,-16,13
CCCOc1cccc(C2/C(=C(/O)c3ccc(F)cc3)C(=O)C(=O)N2CCN(C)C)c1 (stereo unspecified),1,-2,-6,i,.,0.1,.,6,-3,-3
CCS(=O)(=O)CCSc1nc2ccccc2s1,-5,0,-8,i,-18,0.1,.,4,-6,-6
FC(F)(F)c1ccc(Cl)c(-n2c(-c3ccco3)n[nH]c2=S)c1,1,0,-5,-1.4,-11,-0.5,0.7,15,.,1
c1cc(-c2nnc3n2CCCCC3)ccn1,-5,-2,6,i,4,0.6,.,14,3,-10
CC(C)CNC(=O)CSc1nnc(-c2ccccn2)n1Cc1ccccc1,-7,1,11,i,-12,-0.8,.,32,-1,-10
Cc1ccc(OCC(=O)NNC(=O)Cc2ccc(S(=O)(=O)N3CCOCC3)s2)cc1,.,1,-1,i,1,0.5,0.6,.,3,-7
CCOC(=O)CC1C(=O)NCCN1C(=S)NC(=O)c1ccccc1OC (stereo unspecified),5,0,-2,3.6,0,-0.3,1.3,15,4,2
O=C(c1cc(-c2ccc(F)cc2)nc2ccccc12)N1CCC1,.,8,3,.,7,-1.8,0.5,.,0,-5
Nc1ccc(SCCN2C(=O)c3ccccc3C2=O)cc1,0,0,2,-11,9,0.8,.,18,-2,6
CCC(=O)Oc1cccc(C(=O)Nc2ccc(-c3nnc(-c4ccco4)o3)cc2)c1,-1,-6,-7,i,3,1.7,.,7,-44,-1
COC(=O)[C@@H]1C[C@@H]2CC[C@@H](O)C[C@@H]2N1Cc1ccccc1OS(=O)(=O)c1ccc(C)cc1,.,-6,4,i,-3,-1.3,1.7,7,-7,-16
CCOC(=O)[C@@H]1[C@H]2COc3ccccc3[C@@H]2N2C(=O)N(c3cccc(F)c3)C(=O)[C@]12C,.,0,7,i,-6,-0.2,0.1,.,5,-1
CC(C)c1ccc(NC(=O)COC(=O)c2ccc(CN3CCCC3=O)cc2)cc1,.,-3,19,i,-6,-0.7,0.1,.,2,0
CN(C)C(=O)c1cc(C(=O)c2ccccc2Cl)c[nH]1,2,0,1,i,5,-0.2,-0.8,-7,1,3
Cc1ccc2cc(/C=N/NC(=O)c3ccccc3O)c(Cl)nc2c1,0,-1,-5,-0.7,.,-0.1,.,9,-12,4
CCN(CC)c1ccc(NC(=O)CSc2n[nH]c(-c3ccco3)n2)cc1,.,-13,-5,i,29,-0.5,0.2,.,4,5
CCCC(=O)Nc1nc(-c2ccccc2)ns1,4,-2,-6,0.0,-12,-0.3,.,36,-5,-4
COc1cc(CN2CCNC(=O)C2CC(=O)NCc2csc(C(C)C)n2)cc(OC)c1 (stereo unspecified),1,0,-3,i,2,2.2,0.1,11,-6,-2
COc1ccc(NC(=O)C2CCCN(S(=O)(=O)c3c(C)[nH]c(=O)[nH]c3=O)C2)cc1Cl (stereo unspecified),-1,-4,-5,-0.5,-6,1.4,-0.2,13,-1,7
O=C(NCc1ccccc1)c1onc(CSc2ccncc2)c1C(=O)NCc1ccccc1,.,-1,-6,-0.9,-8,-0.4,-2.8,.,-12,-3
CC(C)(C)c1nnc(N/N=C/c2ccc(Br)cc2)n(N)c1=O,-1,-3,34,i,.,0.1,.,-6,-4,15
O=C(CC1C(=O)NCCN1Cc1ccc(-c2ccccc2)cc1)NCc1ccccc1 (stereo unspecified),0,-6,44,-2.0,6,0.8,0.6,-17,-7,3
COc1cccc(NC(=O)Nc2cccn(Cc3ccccc3)c2=O)c1,0,-6,-4,i,5,-1.3,.,44,-1,4
CSc1ccccc1Nc1ncnc(N)n1,-6,-7,-5,-0.6,1,0.2,0.4,13,7,-4
COc1ccccc1NC(=O)c1cnc(SCC(=O)NCC2CCCO2)n(C)c1=O (stereo unspecified),.,-4,-2,-0.3,4,-0.6,0.3,.,-1,-18
Brc1ccc(/C=C/C=N/Nc2nc3ccccc3s2)cc1,1,-2,9,1.0,.,0.3,.,20,9,-6
Cc1[nH]c2ccccc2c1C(=O)C(=O)N1CCCc2ccccc21,2,-2,-6,-0.1,-1,-0.6,2.9,-39,3,0
COCCn1c(-c2cccc(Br)c2)nc2c(c(=O)c3ccccc3n2C)c1=O,9,-32,-7,-0.6,0,-0.9,1.9,4,9,6
COC(=O)c1c(NC(=O)CSc2nnc(C)c(=O)[nH]2)sc(C)c1C,3,-8,-8,-1.0,-3,0.0,-0.6,0,-7,-7
CC(C)CC(=O)Nc1ccccc1-c1nnn(CC(=O)N2CCOCC2)n1,2,-1,3,i,-7,1.0,0.8,5,-2,0
COc1ccc(Nc2nc(N)nc(CSC(=S)N3CCCCC3)n2)cc1,5,1,-6,0.2,14,1.4,-0.5,26,3,6
Cc1noc(C)c1COC(=O)c1ccccc1Sc1ccccc1C#N,-4,0,0,-5.0,-36,0.4,.,7,-11,-3
NC(=O)c1c(NC(NC(=O)c2ccco2)(C(F)(F)F)C(F)(F)F)sc2c1CCCC2,0,0,5,i,5,-1.1,.,-1,-6,7
NC(=O)CN1CCN(C(=O)Nc2ccccc2)CC1,1,3,6,-0.2,2,76*,1.4,15,2,4
Cc1ccc(-c2nnc(Oc3ccc(NC(=O)c4ccccc4)cc3)c3ccccc23)cc1,-1,0,-2,-0.2,-5,-1.4,.,23,-12,-1
Cc1ccc(NC(=O)C2CCCN2C(=O)NC2CCCCC2)c(C)c1 (stereo unspecified),-1,4,0,i,-28,-0.2,.,-4,2,0
CCCC/C=C1\CCc2c([nH]c3ccccc23)C1=O,6,-3,3,-2.4,5,1.8,1.1,39,18,5
CC(C)CC(=O)Nc1ccc(C(=O)NN2C(=O)c3ccccc3C2=O)cc1,3,-2,1,-0.1,-8,5.9,.,-3,5,-2
Cc1ccccc1-n1c(=O)cc(N2CCc3ccccc3C2)[nH]c1=O,-1,-15,-5,-0.2,12,0.5,-0.1,6,-3,-9
CC(=O)c1ccc2c(c1)N(C)c1ccccc1S2,8,-4,0,-1.3,-164,8.5,.,9,-3,-5
CCOC(=O)c1nn(-c2ccc(C)cc2)c(=O)cc1OCC(=O)N1CCN(c2ccccc2)CC1,.,?,20,2.0,-4,-1.0,1.3,.,0,-3
COc1ccc(NC(=O)NC2CC3CCCC(C2)N3Cc2ccccc2)cc1 (stereo unspecified),0,2,-4,i,-4,0.9,.,28,0,5
CC(C)Cn1c(N)c(C(=O)COC(=O)c2ccccc2C(=O)c2ccccc2)c(=O)n(C)c1=O,.,1,31,0.9,-8,1.9,0.2,.,1,5
O=C1c2ccccc2S(=O)(=O)c2cc(N3CCN(c4ccccc4)CC3)ccc21,.,.,.,.,-3,.,1.5,.,7,4
Cc1c(O)c(=O)n(-c2ccccc2)n1C,.,7,-8,-0.2,-1,1.3,-7.7,.,5,2
O=C1CCCC(NCCCCCCNC2=C([N+](=O)[O-])C(=O)CCC2)=C1[N+](=O)[O-],-4,4,-6,-0.3,3,-0.9,.,24,.,11
CCOC(=O)/C=C1\CN(Cc2cc(OC)c(OC)c(OC)c2)S(=O)(=O)c2ccccc21,-1,3,14,-2.2,5,3.9,0.9,28,-12,-8
Cc1ccc(NC(=O)Cn2c(O)c(N=NC(=O)c3ccncc3)c3ccccc32)cc1,-1,2,-7,-0.5,1,1.1,.,-4,-9,6
COc1cc(C(=O)Nc2cc(C(F)(F)F)ccc2N2CCOCC2)ccc1O,5,-2,-5,-0.4,-8,-1.6,.,36,-44,5
O=S(=O)(Cc1ccc(Cl)cc1Cl)c1ccc(Cl)cc1,.,10,21,i,-11,0.8,0.0,.,.,-5
COc1ccc(S(=O)(=O)N2CCC(C(=O)NCc3cccnc3)CC2)cc1C,-6,2,3,-0.4,0,-0.9,-0.5,-8,-6,5
Cn1c(CO)cnc1SCc1ccc(F)cc1,3,-4,-8,-0.3,1,0.9,0.9,6,4,-2
COc1ccc(C(=O)Nc2cccc(C)n2)cc1S(=O)(=O)N1CCCc2ccccc21,.,?,5,-0.3,-2,0.7,4.7,.,.,-4
O=C(Nc1cccnc1)c1ccc(Cl)c(S(=O)(=O)N2CCCC2)c1,6,0,0,-0.3,-10,-0.2,-0.1,-3,-2,1

# Retrieved by compound from the list above (six):
SMILES,SARS 3CLpro inh,Anthrax LF inh2,Yp Topo-I inh,Vc quorum ag,SSB-PriA inh,PfHsp40 yeast,TcdB GH inh,DUSP3 inh,Rv3671c inh,MazF activator
O=C1CCCC(NCCCCCCNC2=C([N+](=O)[O-])C(=O)CCC2)=C1[N+](=O)[O-],-4,4,-6,-0.3,3,-0.9,.,24,.,11
Cc1c(O)c(=O)n(-c2ccccc2)n1C,.,7,-8,-0.2,-1,1.3,-7.7,.,5,2
Cn1c(CO)cnc1SCc1ccc(F)cc1,3,-4,-8,-0.3,1,0.9,0.9,6,4,-2
Cc1ccc(NC(=O)Cn2c(O)c(N=NC(=O)c3ccncc3)c3ccccc32)cc1,-1,2,-7,-0.5,1,1.1,.,-4,-9,6
O=C1c2ccccc2S(=O)(=O)c2cc(N3CCN(c4ccccc4)CC3)ccc21,.,.,.,.,-3,.,1.5,.,7,4
O=S(=O)(Cc1ccc(Cl)cc1Cl)c1ccc(Cl)cc1,.,10,21,i,-11,0.8,0.0,.,.,-5

# The list goes on:
SMILES,SARS 3CLpro inh,Anthrax LF inh2,Yp Topo-I inh,Vc quorum ag,SSB-PriA inh,PfHsp40 yeast,TcdB GH inh,DUSP3 inh,Rv3671c inh,MazF activator
O=C1Nc2ccccc2Cc2ccccc21,.,-2,10,-11,.,.,0.8,.,.,4
Clc1ccccc1Cc1noc(CN2CCN(c3cnccn3)CC2)n1,1,-1,11,-0.1,-6,0.1,1.3,26,2,0
C/C(=N\NC(=O)c1cccs1)c1cccnc1,-3,-1,6,0.4,.,0.2,-0.8,0,3,-5
Sc1ccccc1N=Cc1cccs1,.,-7,-1,-5.9,.,.,1.6,.,.,0
O=c1cc(N2CCOCC2)cnn1-c1ccccc1,3,-4,6,-1.6,6,-1.9,1.0,-1,-12,1
CC1Nc2ncnc(N3CCc4ccccc4C3)c2N(Cc2ccc(Br)cc2)C1=O (stereo unspecified),.,-3&-2,4,i,-11,-0.8,-0.1,.,-18,-27
COC(=O)c1c(C)[nH]c(C(=O)OCC(=O)NC(C)(C)C)c1C,0,-1,0,-0.4,-3,0.0,.,1,7,-2
CC1CCN(C(=O)c2nc[nH]c2C(=O)OCCNC(=O)OC(C)(C)C)CC1,.,-2,-3,-0.4,-6,-0.3,-0.8,.,-1,-3
CC(C)(C)c1ccc(C(=O)NCC(=O)NNC(=O)c2ccccc2O)cc1,.,-3,-6,-5.7,25,0.8,0.1,.,11,2
CN(C(=O)CSc1nnc(-c2c[nH]c3ccccc23)o1)C1CCS(=O)(=O)C1 (stereo unspecified),-2,0,5,-0.5,-13,-0.9,0.6,30,-1,6
CS(=O)(=O)N1CCN(c2nc(-c3ccc(F)cc3)cs2)CC1,-7,-7,6,.,2,2.4,.,39,-2,10
CC(C)Oc1cccc(C(=O)O)c1,5,-6,1,i,-7,-0.8,.,13,1,-2
